Screening data: PubChem, National Center for Advancing Translational Sciences (NCATS)
SW480 rerep: induces DNA re-replication in SW480 colon adenocarcinoma cells; 340,000 tested, 1.8% active; SW480 DNA re-replication, Hoechst DNA content imaging, 48 h; Potency, µM (series often up to 46.1 µM), for inactives: top-dose re-replication activation, hits mostly activators; AID 624297; further: potency means the concentration at half of the fitted maximal effect; % of control where 0% means no effect; nearly all actives have a fitted effect of over 55% in size
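Hoechst fluorescence of nuclei (405 nm excitation, 500-530 nm emission) measured by plate-scanning imager after 48 hr compound exposure at 37 C; re-replication scored as increased number of nuclei with elevated intensity.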
MCF10A rereplic: induces DNA re-replication in MCF 10a normal breast cells; 350,000 tested, 2.9% active; MCF 10A DNA re-replication, Hoechst nuclear intensity, 48 h; Potency, µM (doses to about 46.1 µM), for the others: top-dose activity, positive = re-replication, usual class: activators; further: potency means the concentration at half of the fitted maximal effect; % of control where 0% means no effect; nearly all actives have a fitted effect of over 50% in size
HT1080-NT tox: kills 2HG-producing HT-1080-NT fibrosarcoma cells. 360,000 tested, 1.6% active. HT-1080-NT fibrosarcoma viability, CellTiter-Glo ATP luminescence, 48 h. Potency, µM (doses to about 46.1 µM), inactives show at the top dose activity, negative = less viability, hits mostly cytotoxic;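 further: NT is the 2HG producing partner of a matched IDH1 knockdown line; potency means the concentration at half of the fitted maximal effect; 0% = DMSO-treated cells and -100% = media-only wells without cells; nearly all actives have a fitted effect of over 55% in size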
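A 48-hour cytotoxicity screen used HT-1080-NT cells plated 2 hours before compound delivery. ATP-based CellTiter-Glo luminescence measured viability, normalized to DMSO and no-cell controls.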
KB-V1 MDR tox: KB-V1 MDR subline cytotoxicity. KB-V1 MDR cells viability, CellTiter-Glo, 72 h. Potency, µM (doses to about 46.1 µM), for inactives: top-dose activity change, negative = cytotoxicity, hits mostly cytotoxic. 400,000 tested, 3.4% active. AID 1347076; further: potency means the concentration at half of the fitted maximal effect; on the % scale 0 is the no-effect control and ±100 the full control effect; nearly all actives have a fitted effect of over 60% in size
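Cytotoxicity toward P-gp-expressing KB-V1 cells was determined as loss of CellTiter-Glo luminescence after 72 h at 37 degrees C. Compounds were tested in quantitative HTS format across a concentration range, with curves fitted to normalized data.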
HEK293 tox: cytotoxic in the GLP-1 receptor inverse agonist counter-screen. Potency, µM (top dose mostly 38.3 µM), for inactives: top-dose activity change, negative = inhibition, most hits filed as inhibitors. 410,000 tested, 0.13% active. HEK293 cAMP-luciferase reporter cells, luminescence, 24 h;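 further: loss of luciferase light is scored as toxicity; potency means the concentration at half of the fitted maximal effect; on the % scale 0 is the no-effect control and ±100 the full control effect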
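Cells in DMEM/10% Nu serum/1% pen-strep, 1536-well format. Pre-incubated 12 h, dosed with 23 nL compound, incubated a further 24 h. Luciferase detection, 12 min at room temp, luminescence.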
IL1B secr inh: blocks inflammasome-driven IL-1 beta release; THP-1 LPS/ATP IL-1B secretion, AlphaLISA, 16 h; active compounds read low; activity change, % at 57.5 µM; 360,000 tested, 4.7% active; in the data active means activity change below about -50%; inconclusive means mostly about -30% to -49%; further: on the % scale 0 is the no-effect control and ±100 the full control effect
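THP-1 cells pretreated 1 hr with compounds (up to 57.5 uM final), then stimulated with LPS (250 ng/mL final) plus ATP (1.25 mM final); secreted IL-1B measured by AlphaLISA after 16 hr, decreased signal indicating inhibition.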
HT1080 IDH1KD tx: HT-1080 IDH1 knockdown cell toxicity (counter line); HT-1080 IDH1 knockdown viability, ATP luminescence, 48 h; Potency, µM (top dose mostly 46.1 µM), for the others: top-dose activity, negative = toxicity, usual class: cytotoxic; 360,000 tested, 2% active; AID 686971;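 further: potency means the concentration at half of the fitted maximal effect; 0% = DMSO wells and -100% = cell-free medium wells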
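IDH1KD HT-1080 cells, 750/well, RPMI + 5% FBS; compound pinned after 2 h settling; 48 h, 37 °C; CellTiter-Glo luminescence; % activity normalised to DMSO and no-cell wells; curves fitted, classed by r2 and efficacy.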
D3 ag: D3 dopamine receptor (human) agonism; AID 652048; max activation, %; D3R DiscoveRx beta-arrestin cells, luminescence, 90 min; P35462; 410,000 tested, 0.58% active; in the data active means max activation above about 30%; further: 0% is about no effect; mostly tested at two doses, the higher about 12 µM
Target sequence (P35462 whole entry, looked up): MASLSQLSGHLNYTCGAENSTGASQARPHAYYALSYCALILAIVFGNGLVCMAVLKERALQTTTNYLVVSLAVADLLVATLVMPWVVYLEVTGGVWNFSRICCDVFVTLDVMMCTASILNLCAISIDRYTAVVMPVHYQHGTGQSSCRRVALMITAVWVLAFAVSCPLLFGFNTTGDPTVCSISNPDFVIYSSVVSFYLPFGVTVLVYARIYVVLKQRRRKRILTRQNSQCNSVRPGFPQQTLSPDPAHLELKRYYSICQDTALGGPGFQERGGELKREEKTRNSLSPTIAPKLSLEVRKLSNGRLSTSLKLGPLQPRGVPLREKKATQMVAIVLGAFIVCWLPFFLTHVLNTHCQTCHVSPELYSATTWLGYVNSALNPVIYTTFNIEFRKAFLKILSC
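Cells at 1500/well, incubated overnight, then treated with pinned compounds (dopamine as control) for 90 min at 37 degrees C. DiscoveRx reagent added for 30 - 60 minutes at room temperature; luminescence read.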
KB-3-1 tox: KB-3-1 parental cell cytotoxicity. 400,000 tested, 1.4% active. AID 1347075. KB-3-1 viability, CellTiter-Glo ATP luminescence, 72 h. Potency, µM (doses to about 46.1 µM), without a hit: top-dose activity change, negative = cytotoxic, most hits filed as cytotoxic; further: potency means the concentration at half of the fitted maximal effect; on the % scale 0 is the no-effect control and ±100 the full control effect; nearly all actives have a fitted effect of over 60% in size
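Multi-concentration cytotoxicity screen in KB-3-1 cells grown in DMEM lacking phenol red with 10% FBS. After 72 h at 37 °C with compound, ATP-dependent luminescence was recorded.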
* = called active by the depositor; ? = inconclusive; nt = not tested or not shown; & = joins results of further samples; [ ] = dose if it differs, or a comment. Unless noted, the call rests on the fitted dose curve; in most records, active means well fitted curve in the direction sought with a large enough effect; inconclusive means small, poorly fitted or top-dose-only effect, or another doubt; inactive means no such curve, though single readings can be large; an effect the other way counts as inactive or inconclusive.

SMILES	SW480 rerep	MCF10A rereplic	HT1080-NT tox	KB-V1 MDR tox	HEK293 tox	IL1B secr inh	HT1080 IDH1KD tx	D3 ag	KB-3-1 tox
CCN(CC(=O)Nc1c(F)cccc1F)C(=O)CCc1nc2sc3c(c2c(=O)[nH]1)CCCC3	5%	3%	-7%	-23%	-7%	11	-5%	-4	-4%
Cc1nnc(SCC(=O)NC2CCCC2)s1	0%[9.22 µM]	6%	5%	8%	-4%	25	7%	-3	12%
COc1ccccc1CNC(=O)CSc1nc2nc(C)c(Cc3ccccc3Cl)c(C)n2n1	nt	nt	nt	-1%	7%	nt	nt	2	3%
CS(=O)(=O)N1CCCC(C(=O)Nc2ccccc2)C1 (stereo not drawn)	9%	-3%	-1%	4%	2%	10	-10%	4	-10%
Cc1cccc(N2CCCn3c2nc2c3c(=O)[nH]c(=O)n2C)c1	-3%	11%	2%	-2%	-2%	-20	3%	2	0%
CCOc1ccc(/C=N/Nc2cc(N3CCOCC3)ncn2)c(O)c1	nt	nt	?	-11%	-3%	99	2.3µM*	1	?
Cc1cccc(CNC(=O)C2CCC(=O)N(C3CCCCCC3)C2)c1 (stereo not drawn)	-9%	6%	4%	-10%	5%	0	5%	-3	6%
CCOC(=O)c1cccc(NC(=O)[C@@H](c2ccccc2)N2Cc3ccccc3C2=O)c1	nt	nt	nt	11%	7%	nt	nt	-3	0%
CN(C)c1cc(NC(=O)CN2CCCC2)c2ccccc2n1	-9%	1%	-10%	-13%	?	10	-14%	-12	?
CCc1nc2ccc(C(=O)NCCOc3ccc(OC)cc3)cn2c1N(C)Cc1ccc(OC)cc1	nt	nt	?	?	-15%	-22	-3%	6	0%
COc1cccc(NC(=O)CNC(=O)c2ccc(C)o2)c1	3%	-3%	22%	22%	14%	0	18%	1	12%
CC1CCN(CC(=O)Nc2ccc(C(=O)N3CCCCC3)cc2)CC1	22%	?	-4%	?	-37%	-8	-5%	-7	-53%
COc1ccc(NS(=O)(=O)c2ccc(NC(=S)NC(=O)/C=C/c3ccc(C)cc3)cc2)nn1	-1%	11%	?	-2%	17%[1.53 µM]	-27	?	-8	3%
CN(C)c1cc2c(cc1NS(=O)(=O)c1ccccc1)n(C)c(=O)n2C	-8%	6%	-3%	?	3%&12%	4	-2%	-4&5	?
S=c1[nH]ccn1-c1c(Cl)cccc1Cl	2%	-3%	5%	1%	0%	29	4%	3	1%
N#CCCCSC1=C(C#N)C(c2ccccc2Cl)CC(=O)N1 (stereo not drawn)	-4%	-183%[0.0737 µM]	-1%	4%	5%	-9	-2%	-2	16%
COc1ccc(Nc2ccnc(Nc3ccc(OC)cc3)n2)cc1	?	23µM*	23µM*	16µM*	2%	-99*	21µM*	7	?
O=C(c1ccco1)N1CCN(Cc2nnc(-c3ccccc3F)o2)CC1	-4%	-4%	16%	0%	-9%	4	6%	22	0%
COCCCN1C(=O)c2ccc(C(=O)Nc3ccc(OC)cc3)cc2C1=O	-2%	1%	12%	-9%	-1%	-10	1%	0	1%
COc1cc(OC)c(NC(=O)n2ncc3cc(Cl)ccc32)cc1Cl	nt	nt	nt	-3%	2%	nt	nt	-9	1%
CCN(CC)c1cc(C)c2ccccc2n1	-1%	3%	1%	9%	3%	23	6%	-4	11%
Cc1ccc(S(=O)(=O)N2CCN(C(=O)CN3C(=O)c4ccccc4C3=O)CC2)c(C)c1	-1%	-17%	-4%	-11%	0%	-4	-3%	-2	-4%
CN1CCC(=O)N([C@H](CSc2ccc(Br)cc2)c2ccccc2)CC1	-37%[9.22 µM]	1%	-4%	2%	2%	-4	-11%	-37	-7%
COc1ccc(/C=C2\SC(=O)N(CCNC(=O)Cc3coc4cc(C)ccc34)C2=O)cc1OC	15%	?	-18%	-10%	-27%	-3	-25%	16	0%
Cc1ccc2nc(Cl)nc(-c3ccccc3)c2c1	-4%	4%	-15%	?	8%	-12	-20%	-4	-5%
CCc1nc2c(OCc3ccc(C(=O)OC)cc3)cccn2c1N(C)C(=O)c1ccc(OC)cc1	nt	nt	-2%	-6%	5%	4	-12%	-1	0%
Clc1ccc(SCc2cn3ccsc3n2)cc1	-3%	7%	5%	-16%	-1%	-2	-1%	-6	0%
O=C1NC2(CCCCC2)C(=O)N1c1ccc(Cl)cc1	-3%	-12%	4%	-13%	-12%	-4	3%	3	8%
NS(=O)(=O)c1ccc(CCNC(=O)c2cc(-c3ccco3)nc3ccccc23)cc1	8%	-4%	-4%	16%	4%	0	-3%	6	23%
COCCNC(=O)c1cc(-c2ccccc2)nn1Cc1cc(C)no1	-7%	18%	13%	4%	3%	12	8%	-8	14%
Cc1cccn2c(CN3CCNC(=O)CC3)c(C(=O)N(C)CCc3ccccc3)nc12	-1%	-2%	4%	-6%	1%[7.66 µM]	17	1%	2	12%
CCCCCCCCN1C(=O)[C@H](CC(=O)N2CCN(C(=O)c3ccco3)CC2)C[C@@]2(C(=O)OC)CCCCC=C12	nt	nt	?	0%	-8%	-25	?	7	-10%
CCN(CC)S(=O)(=O)c1nnc(NC(=O)COc2ccccc2Cl)s1	nt	nt	nt	-5%	-3%	nt	nt	5	12%
CCN1C(=O)[C@H]2[C@H]3CN=C(SCc4ccccc4)N3[C@@](C)(C(=O)OC)[C@H]2C1=O	9%[9.22 µM]	-3%	11%	11%	-9%	9	9%	0	7%
COc1cc2c(cc1NC(=O)COc1ccccc1OC)oc1ccccc12	-11%	9%	0%	3%	-5%	35	3%	9	9%
Cc1nn(-c2ccccc2)c(Cl)c1/C=N/NC(N)=O	?	-21%	9%	2.1µM*	?	nt	11%	4	?
C=CC[C@@H](Cc1ccc(F)cc1)C(=O)OC[C@@H]1CCCN1C(=O)[C@@H](CC=C)CC(=O)N(CCO)Cc1ccccc1	-10%	21%	?	-9%	?	?	?	-10	-22%
COC(=O)C1CCN(C2CN(Cc3ccccc3)S(=O)(=O)C2)CC1 (stereo not drawn)	nt	nt	19%	4%	-5%	10	19%	0	0%
Cc1ccccc1NC(=O)C1CCN(S(=O)(=O)c2ccc3c(c2)NC(=O)C(C)S3)CC1 (stereo not drawn)	?	16%	-22%	0%	0%	-22	-3%	-5	-13%
CCn1c2ccccc2c2cc(CNCCCN3CCOCC3)ccc21	?	18%	?	-23%	?	-14	21µM*	-8	4%
Cc1c(C(=O)O)oc2ccc(S(=O)(=O)N3CCC(C)CC3)cc12	3%	0%	0%	0%	10%	-17	2%	-7	21%
CCc1nn2c(=O)c(S(=O)(=O)Nc3ccc(C)c(C)c3)c(C)nc2s1	nt	nt	nt	0%	10%	nt	nt	3	-7%
CC(=O)Nc1ccc(C(=O)CN2C(=O)NC3(CCCc4ccccc43)C2=O)c(F)c1 (stereo not drawn)	4%	-6%	-3%	?	-3%	5	-7%	17	?
Cc1cccc(C(=O)NC(=O)Nc2ccc(-n3nc(C(F)(F)F)cc3C(F)(F)F)cc2)c1	nt	nt	nt	24%	-7%	nt	nt	9	-1%
Cc1ccc(CC2CC(=O)N(CCc3ccccc3)C2=O)cc1 (stereo not drawn)	-14%	-1%	1%	?	13%	-19	-1%	0	1%
Cc1cc(N2CCN(C)CC2)nc(-c2ccccc2O)n1	-1%	-5%	-10%	-8%	0%	?	-10%	-10	0%
COc1cc2cnc(CCCC#N)cc2cc1OC	-8%	-4%	1%	6%	28%	-16	9%	-13	-16%
CC(=O)N1CCCc2cc(S(=O)(=O)N(C)CC(=O)Nc3ccc(F)c(Cl)c3)ccc21	nt	nt	nt	?	-3%	nt	nt	7	?
Cc1cc(C)n(CCC(=O)Nc2cccc(F)c2)n1	-4%	-3%	1%	19%	20%	-12	10%	-1	5%
COc1cccc(N2CCN(C(=O)CN3C(=O)COc4ccc(S(=O)(=O)N5CCC(C)CC5)cc43)CC2)c1	nt	nt	nt	?	-4%	nt	nt	4	5%
New compounds follow.
SMILES	SW480 rerep	MCF10A rereplic	HT1080-NT tox	KB-V1 MDR tox	HEK293 tox	IL1B secr inh	HT1080 IDH1KD tx	D3 ag	KB-3-1 tox
Cc1ccc(C(C(=O)NC2CCCC2)N(Cc2ccco2)C(=O)CCC(=O)Nc2cc(C)on2)cc1 (stereo not drawn)	6%	-9%	-2%	0%	10%	-27	6%	-6	0%
CCCC(=O)Nc1nc(-c2ccc(Cl)s2)cs1	28%	?	-4%	-9%	1%	0	-10%	5	3%
C=CCn1c(-c2c(C)nc3cc(C)ccn23)n[nH]c1=S	-5%	2%	0%	14%	7%	-2	1%	-15	3%
O=C(NCC(=O)N(c1ccccc1F)C(C(=O)NC1CCCC1)c1ccncc1)c1ccco1 (stereo not drawn)	-3%	-1%	-10%	13%	-7%	17	-8%	3	19%
COc1cccc(CN2CC(C(=O)NCC3CCOCC3)CCC2=O)c1 (stereo not drawn)	-10%	-1%	19%	13%	1%	-12	12%	-3	-2%
OCCCn1c(C2CCCN2c2nc(-c3ccc(F)cc3)cs2)nc2cc(Cl)c(N3CCCCC3)cc21 (stereo not drawn)	-5%	4%	1%	-3%	2%	15	0%	-44	-9%
CN(C(=O)CSc1nc2c(c(=O)[nH]1)CCCC2)c1ccccc1	nt	nt	nt	0%	-3%	nt	nt	8	-5%
Cc1cc(-c2nnc(SCC(=O)Nc3cccc(F)c3)n2N)n[nH]1	-11%	-4%	-1%	-4%	-3%	4	0%	-3	-3%
Cc1cc(C(=O)CN2C(=O)NC(CCS(C)(=O)=O)C2=O)c(C)n1C1CC1 (stereo not drawn)	7%	-1%	-8%	-15%	2%	-10	-1%	9	-8%
Cc1cc(NC(=O)c2cccc([N+](=O)[O-])c2)n(-c2ccccc2)n1	-1%	2%	3%	?	-7%	5	5%	-4	-4%
